From PubChem BioAssay
MT1-MMP txn act: MT1-MMP promoter transcription activation; actives 0.16% (n = 86,000); HT1080 MT1-MMP promoter luciferase reporter, luminescence, overnight; active compounds read high; activation factor at 10 µM;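 active = activation factor of at least 2 for MT1-MMP transcription at 10 µM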
PLAP act: activates human placental alkaline phosphatase. actives 1.2% (n = 96,000). purified PLAP enzyme, luminescent substrate read-out; active compounds read high. AID 696. activation fold at 20 µM. P05187; in the data active = activation fold above about 2
Target sequence (P05187 whole entry, looked up): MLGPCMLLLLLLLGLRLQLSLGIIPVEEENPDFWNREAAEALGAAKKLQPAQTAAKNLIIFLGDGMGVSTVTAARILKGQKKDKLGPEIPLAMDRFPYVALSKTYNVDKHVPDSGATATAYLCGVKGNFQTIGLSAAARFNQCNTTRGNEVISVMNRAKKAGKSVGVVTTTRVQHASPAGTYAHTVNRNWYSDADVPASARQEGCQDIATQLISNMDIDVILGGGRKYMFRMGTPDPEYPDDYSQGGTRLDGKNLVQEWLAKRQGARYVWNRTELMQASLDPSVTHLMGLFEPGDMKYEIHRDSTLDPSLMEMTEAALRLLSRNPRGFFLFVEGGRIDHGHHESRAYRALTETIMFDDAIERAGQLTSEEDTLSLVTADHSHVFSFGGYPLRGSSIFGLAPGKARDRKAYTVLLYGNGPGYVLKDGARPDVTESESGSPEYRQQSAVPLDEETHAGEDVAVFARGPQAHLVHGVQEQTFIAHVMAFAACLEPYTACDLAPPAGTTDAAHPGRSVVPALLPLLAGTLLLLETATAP
S1P2 blocker: antagonists of human S1P2 receptor | cell-based S1P2 antagonist assay, inhibition at 5 uM | inhibition, % at 5 µM | O95136 | AID 736 | actives 0.21% (n = 97,000); in the data active = inhibition above about 45%;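 note: CRE beta-lactamase reporter cells expressing human S1P2 stimulated with S1P; 0% = agonist at EC80 alone and 100% = agonist plus reference antagonist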
Target sequence (O95136 whole entry, looked up): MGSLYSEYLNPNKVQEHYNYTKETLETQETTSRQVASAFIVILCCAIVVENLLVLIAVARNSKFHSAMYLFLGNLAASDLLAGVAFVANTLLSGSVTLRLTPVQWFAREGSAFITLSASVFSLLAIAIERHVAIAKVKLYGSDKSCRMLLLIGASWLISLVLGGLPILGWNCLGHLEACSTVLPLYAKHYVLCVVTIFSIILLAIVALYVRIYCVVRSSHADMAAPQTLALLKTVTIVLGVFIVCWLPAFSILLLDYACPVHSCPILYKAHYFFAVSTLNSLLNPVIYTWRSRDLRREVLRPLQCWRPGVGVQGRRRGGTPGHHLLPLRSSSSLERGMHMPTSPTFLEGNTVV
S1P2 ag: S1P2 (human) receptor agonism; O95136; S1P2-expressing cell line, agonist reporter read-out; activation, % at 4.5 µM; actives 0.46% (n = 97,000); in the data active = activation above about 16%;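 note: 0% = vehicle low control and 100% = maximal reference agonist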
FAK blocker: FAK (human) kinase inhibition | biochemical FAK kinase activity assay | inhibition, %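 (tested at 7 µM)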 | actives 0.84% (n = 97,000) | AID 727; in the data active = inhibition above about 19%;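 note: 0% = DMSO and 100% = reference compound high control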
PLK1 kinase inh: PLK1 (human) kinase inhibition. recombinant PLK1 kinase, TR-FRET peptide phosphorylation. actives 0.53% (n = 97,000). inhibition, % at 10 µM;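 active = inhibition of 50% or more in the single-concentration screen; inactive = inhibition below 50%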;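 note: 0% = DMSO max control and 100% = H-89 dihydrochloride min control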
EphB4 antag: EphB4-ephrin-B2 interaction antagonism | EphB4 LBD / TNYL-RAW-Alexa532 peptide, fluorescence polarization | inhibition, % at 7 µM | actives 0.15% (n = 97,000) | AID 720;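 active = inhibition above the screen-wide mean inhibition plus 3 SD, cut at about 15% in these data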;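 note: 0% = DMSO wells and 100% = excess unlabeled TNYL-RAW peptide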
Rev-RRE block: HIV Rev-RRE protein-RNA interaction inhibition; Rev peptide-RRE RNA binding, FRET; inhibition, % at 8 µM; AID 704; actives 0.79% (n = 97,000);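 active = inhibition above the screen-wide mean plus 3 SD, cut at about 35% in these data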;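 note: 0% = median DMSO wells and 100% = median Neomycin B control wells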
Target sequence (P05866 whole entry, looked up): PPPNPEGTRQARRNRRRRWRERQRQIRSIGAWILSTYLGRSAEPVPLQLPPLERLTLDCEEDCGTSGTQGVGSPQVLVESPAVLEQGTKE
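System: Cy5-labelled duplex RRE RNA binding fluorescein-labelled HIV Rev peptide; Signal: fluorescein-to-Cy5 FRET, 480 nm excitation; Also added: labelled Rev peptide; Compound: one concentration, 8 µM nominal; Buffer or medium: HEPES pH 7.5 salt buffer with EDTA; Read-out: % inhibition of FRET ratio versus controls; Schedule: 5 min preincubation and 15 min binding, 25 °C.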
PLK1 PBD inh: Plk1 (human) PBD binding inhibition; P53350; Plk1 PBD phosphopeptide binding, fluorescence polarization; inhibition, %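 (tested at about 20 µM)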; actives 0.13% (n = 97,000); AID 693; in the data active = inhibition above about 34%, passing the limit was not always enough
* = called active by the depositor; / = not tested or not shown; & = joins results of further samples. Compounds were not picked by outcome; about 3.9% have a hit in one of these screens.

#	MT1-MMP txn act	PLAP act	S1P2 blocker	S1P2 ag	FAK blocker	PLK1 kinase inh	EphB4 antag	Rev-RRE block	PLK1 PBD inh	canonical_smiles
1	/	1.1	20.6	-4.4	2.1	-10.7	3.4	3.2	-0.6	Cc1ccc(/C=C/C(=O)Nc2ccc([N+](=O)[O-])cc2)o1
2	1.2	1	18.5	-6.3	-0.3	-8.1	-2.7	4.1	-11.1	Cc1ccccc1OCC(=O)N(Cc1cccs1)C1CCS(=O)(=O)C1 (stereo unspecified)
3	/	1.5	-8.9	-3.4	-4.5	-6.4	4.3	9.0	-26.9	COc1ccc(C(=O)N2c3ccccc3C(=O)OC2c2ccc3c(c2)OCO3)cc1 (stereo unspecified)
4	1.5	/	7.3	-3.0	0.1	-21.8	-1.5	-2.2	-7.1	CCC(=O)Nc1ccc(N2CCC(C)CC2)cc1
5	1.4	0.9	-9.1	0.4	-1.3	-7.0	-4.4	3.7	-6.3	c1cncc(-c2nc(-c3ccc4c(c3)OCO4)cs2)c1
6	1.1	1.1	5.5	-6.9	0.6	-19.6	-5.2	4.1	2.2	COc1cc(CN2CCN(CCOCCO)CC2)cc(OC)c1OC
7	1.1	1	12.3	-5.0	-5.2	-2.6	-4.7	0.8	18.8	CCOC(=O)C1CCCN(C(=O)CSc2nccn2C)C1 (stereo unspecified)
8	1.1	0.9	14.4	-5.0	5.1	-4.0	6.0	5.4	26.9	Cc1cc(C)nc(N2CCCC(C(=O)NCc3cccs3)C2)n1 (stereo unspecified)
9	1.1	1	17.4	-1.8	5.0	-7.5	-5.2	-1.0	-6.5	O=C(C1CCC(CNc2nc(=S)[nH]c3ccccc23)CC1)N1CCN(c2ccccn2)CC1 (stereo unspecified)
10	1.3	0.8	-2.5	-4.8	6.5	-3.5	-3.8	0.9	-19.2	Cc1cccc(OCc2nnc3n2CCCCC3)c1
11	1.1	0.9	-6.0	-3.6	-3.1	-3.5	11.5	4.3	14.2	CCCn1c(=O)c(C(=O)c2ccccc2)nc2ccccc21
12	/	1.1	3.9	-8.1	-0.6	-3.9	3.9	6.0	-29.2	CCOC(=O)C1=C(Nc2ccc(C)cc2)CC(C)(O)C(C(=O)OCC)C1c1ccccc1 (stereo unspecified)
13	1.2	1.3	16.1	-5.5	-6.6	-3.6	2.8	-0.6	-4.7	O=C(c1cc2n(n1)C(C(F)(F)F)CC(c1ccc(F)cc1)N2)N1CCCC1 (stereo unspecified)
14	0.9	1.1	-13.7	-2.0	5.3	-5.2	-4.1	10.7	-8.7	c1cnn(-c2nc(N3CCOCC3)nc(N3CCOCC3)n2)c1
15	0.8	1.6	-8.1	-3.1	1.9	-14.3	0.2	3.6	3.9	CN1CCN(CC(=O)Nc2sc3c(c2C#N)CCC(C(C)(C)C)C3)CC1 (stereo unspecified)
16	1.1	1.1	-6.3	-2.4	-2.0	-6.9	-5.5	5.6	15.3	O=C(c1ccco1)N1CCCC(c2ccccc2)C1 (stereo unspecified)
17	1.2	1.5	16.2	-9.3	-0.1	-4.1	6.4	9.8	-8.8	COc1ccc(CNC(=O)[C@H](C)NC(=O)C2CCN(S(=O)(=O)c3ccc(C)cc3)CC2)cc1
18	1	1.1	4.6	0.5	-2.5	-12.9	-6.0	-3.7	7.8	O=C(c1cc2nc(-c3ccccc3)cc(-c3ccccc3)n2n1)N1CCN(C(=O)c2ccco2)CC1
19	0.9	1.1	10.9	-4.8	-4.6	-9.7	15.6*	2.5	-13.6	O=C(NCCCN1CCCC1=O)NC12CC3CC(CC(C3)C1)C2
20	/	1.1	-1.4	-3.7	0.0	-15.0	0.5	-2.3	-5.9	CCc1nnc(NC(=O)CSc2nnc(C)n2-c2ccc(C)cc2)s1
21	1.1	1.7	-7.0	-5.0	2.0	-12.3	-2.4	1.1	-0.7	COc1ccccc1N1CCN(C(=O)COc2ccc(Cl)cc2Br)CC1
22	/	0.9	5.4	-5.3	-5.2	-7.0	-5.2	0.0	-10.1	COc1ccc(NC(=O)c2ccc(-n3cccn3)nc2)c(OC)c1
23	/	0.8	11.0	1.2	8.0	0.5	4.4	16.8	13.6	CCC(C(=O)Nc1cccc(C(F)(F)F)c1)c1ccccc1 (stereo unspecified)
24	/	1.1	-0.1	-6.6	-0.1	8.6	-7.7	15.4	0.1	COc1ccc(-c2nnc(N3CCCCC3)c3ccccc23)cc1

5 entries drawn at random from those above, as already listed:
#	MT1-MMP txn act	PLAP act	S1P2 blocker	S1P2 ag	FAK blocker	PLK1 kinase inh	EphB4 antag	Rev-RRE block	PLK1 PBD inh	canonical_smiles
23	/	0.8	11.0	1.2	8.0	0.5	4.4	16.8	13.6	CCC(C(=O)Nc1cccc(C(F)(F)F)c1)c1ccccc1 (stereo unspecified)
19	0.9	1.1	10.9	-4.8	-4.6	-9.7	15.6*	2.5	-13.6	O=C(NCCCN1CCCC1=O)NC12CC3CC(CC(C3)C1)C2
16	1.1	1.1	-6.3	-2.4	-2.0	-6.9	-5.5	5.6	15.3	O=C(c1ccco1)N1CCCC(c2ccccc2)C1 (stereo unspecified)
24	/	1.1	-0.1	-6.6	-0.1	8.6	-7.7	15.4	0.1	COc1ccc(-c2nnc(N3CCCCC3)c3ccccc23)cc1
21	1.1	1.7	-7.0	-5.0	2.0	-12.3	-2.4	1.1	-0.7	COc1ccccc1N1CCN(C(=O)COc2ccc(Cl)cc2Br)CC1

Later entries.
#	MT1-MMP txn act	PLAP act	S1P2 blocker	S1P2 ag	FAK blocker	PLK1 kinase inh	EphB4 antag	Rev-RRE block	PLK1 PBD inh	canonical_smiles
25	1.4	1	3.6	-6.1	-1.9	-10.0	-4.0	0.0	-12.7	CCOC(=O)N1CCN(CC(=O)c2ccc3c(c2)CCN3)CC1
26	1.3	/	-2.7	-4.1	-2.4	-24.8	-2.2	11.3	22.6	Cc1ccc(C)c2c(SC(C)C(=O)NCc3ccco3)nc(-c3ccccc3)nc12 (stereo unspecified)
27	1.3	1.5	9.7	-4.4	6.1	-8.7	0.7	3.6	-5.8	COc1cc(-c2nnn(CC#N)n2)ccc1OCc1ccccc1
28	/	1.1	-16.3	-0.6	16.7	-9.1	0.3	-2.8	7.7	O=C1C(N2CCOCC2)=C(n2nnc3ccccc32)C(=O)c2ccccc21
29	1.1	0.7	-0.2	-3.1	1.1	-4.9	-1.5	5.7	-27.4	CNCC(O)COc1ccccc1 (stereo unspecified)
30	1	1	-6.1	3.3	0.1	-10.3	-8.2	4.5	1.9	CCOC(=O)C1(O)CSc2nc3sc(C(=O)O)c(C)c3c(=O)n21 (stereo unspecified)
31	/	0.8	5.8	-3.3	-5.2	-4.2	-0.5	-3.6	2.6	CCc1cccc(CC)c1N(COC)C(=O)Cn1ccccc1=N
32	1.1	1	-11.8	2.0	0.8	-21.6	3.2	2.0	7.2	CC(NC(=O)CC(O)(C(F)(F)F)C(F)(F)F)c1ccccc1 (stereo unspecified)
33	1	0.9	-22.8	-3.7	3.3	-22.7	3.5	2.5	3.2	OCc1cc(CO)c(O)c(CCc2ccccc2)n1
34	/	1	-2.9	-2.3	0.2	-7.0	-5.0	0.0	20.5	CCS(=O)(=O)N1CCN(c2c(Cl)cccc2[N+](=O)[O-])CC1
35	1.5	0.9	-7.2	-4.2	3.7	-8.9	2.7	3.9	4.8	O=C(Nc1ccc(Cl)cn1)c1ccc2ccccc2n1
36	1.1	1	5.7	-6.0	0.4	-9.8	3.1	4.3	-18.3	COc1cc(OC)c(OC)cc1CNCCNC(=O)c1nonc1N

A stretch from further up, for reference:
#	MT1-MMP txn act	PLAP act	S1P2 blocker	S1P2 ag	FAK blocker	PLK1 kinase inh	EphB4 antag	Rev-RRE block	PLK1 PBD inh	canonical_smiles
35	1.5	0.9	-7.2	-4.2	3.7	-8.9	2.7	3.9	4.8	O=C(Nc1ccc(Cl)cn1)c1ccc2ccccc2n1
36	1.1	1	5.7	-6.0	0.4	-9.8	3.1	4.3	-18.3	COc1cc(OC)c(OC)cc1CNCCNC(=O)c1nonc1N

The results go on:
#	MT1-MMP txn act	PLAP act	S1P2 blocker	S1P2 ag	FAK blocker	PLK1 kinase inh	EphB4 antag	Rev-RRE block	PLK1 PBD inh	canonical_smiles
37	1	1	11.6	-3.1	-2.6	-12.5	-2.9	7.0	5.9	COC(=O)C(C)Sc1nnc(SC(C)C(=O)OC)s1 (stereo unspecified)
38	/	1.9	36.8	-5.4	34.2*	-0.8	3.1	8.9	-4.3	CC1CCCN(Cc2c(O)ccc3c(=O)c(-c4nc5ccccc5s4)c(N)oc23)C1 (stereo unspecified)
39	1.2	1	13.3	-2.9	-3.6	-6.1	3.6	1.4	1.5	c1csc(-c2cn3c(n2)SCC3)c1
40	1.2	1	-6.4	-3.2	-1.7	3.4	-8.8	-2.6	0.1	CC(C)CC(NC(=O)C1CCC(C)CC1)C(=O)NCc1ccccn1 (stereo unspecified)
41	1.2	0.8	4.7	-3.0	-0.6	0.5	4.0	10.1	4.0	O=C(Nn1c(=O)[nH]c2ccccc2c1=O)c1ccco1
42	1.2&1.1	1.5&1.3	-21.7&15.4	-5.3&-3.9	-0.1&1.9	7.6&-6.4	-10.9&-3.9	3.3&8.4	2.3&10.0	CCOC(=O)c1c(CN2CCCCC2)oc2ccc(OC)cc12
43	1	1.4	-9.1	-0.4	0.3	-5.3	-6.5	1.8	-5.8	O=C(CN1CCN(c2ccccn2)CC1)NC(=O)NC1CCCCC1
44	1	1.2	15.8	-10.7	-5.1	1.9	3.5	3.8	20.7	Cc1nc2sc(C(c3ccco3)N3CC(C)OC(C)C3)c(O)n2n1 (stereo unspecified)
45	1.1	/	-47.3	-5.0	-0.8	-3.7	-0.2	0.2	17.3	C=C(C)C1CC=C(C)/C(=N/NC(=O)COc2ccc(C)cc2)C1 (stereo unspecified)
46	1.2	1.5	3.2	-10.4	-3.1	-4.1	1.2	7.5	2.4	COc1ccc(S(=O)(=O)N2CCN(c3ccccc3OC)CC2)cc1OC
47	/	1.1	4.7	-1.4	0.1	-5.5	-10.1	1.9	-21.4	S=c1nc(-c2ccccc2)oc2c1CCCC2
48	1.1	1.6	13.8	-3.8	1.5	-9.2	3.4	5.7	-12.8	COC(=O)Cc1cc(=O)[nH]c(/N=C(\N)Nc2ccc(C)cc2C)n1
49	1.1	1.4	3.7	-3.9	-1.1	-4.8	1.1	0.8	-18.7	O=S(=O)(Nc1ccc(Oc2ncccn2)c(Cl)c1)c1ccc(Cl)cc1
50	/	1	-1.5	-7.1	-4.0	-3.8	-7.3	6.5	-0.4	O=C(CCCC(=O)OCC(=O)c1cccs1)Nc1ccc(Oc2ccccc2)cc1
51	1.1	0.9	2.1	-2.0	-0.9	-4.8	4.7	6.5	-19.3	COc1ccc2c(c1)CCc1c(C(=O)NCc3ccc(Cl)cc3)noc1-2
52	1	0.9	3.8	-4.2	-1.8	-5.2	3.7	-1.4	14.2	COC(=O)CC1Oc2ccc(C)cc2NC1=O (stereo unspecified)
53	1.1	1.2	-5.2	-5.7	-0.2	14.6	-1.2	1.9	26.2	Cc1ccc(/C=C(/C#N)C(=O)NC(=O)Oc2ccccc2)cc1
54	1.3	1.2	18.0	-0.9	1.6	-6.8	0.8	1.3	-3.2	CNC(=O)CSc1nnc(-c2ccncc2)n1Cc1ccccc1
